# hIAP inh: human IAP inhibition. P09923. purified IAP, CDP-Star luminescence, 30 min. inhibition, % at 10 µM. actives 0.12% (n = 330,000). AID 2544;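 active means inhibition reaching a set limit with compound at 10 µM in the primary screen, cut at about 35% in these data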;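 further: plate controls were DMSO wells with enzyme for no effect and no-enzyme buffer wells for full effect; values of inactives mirror those of a sister screen read the other way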
# Target sequence (P09923 whole entry, looked up): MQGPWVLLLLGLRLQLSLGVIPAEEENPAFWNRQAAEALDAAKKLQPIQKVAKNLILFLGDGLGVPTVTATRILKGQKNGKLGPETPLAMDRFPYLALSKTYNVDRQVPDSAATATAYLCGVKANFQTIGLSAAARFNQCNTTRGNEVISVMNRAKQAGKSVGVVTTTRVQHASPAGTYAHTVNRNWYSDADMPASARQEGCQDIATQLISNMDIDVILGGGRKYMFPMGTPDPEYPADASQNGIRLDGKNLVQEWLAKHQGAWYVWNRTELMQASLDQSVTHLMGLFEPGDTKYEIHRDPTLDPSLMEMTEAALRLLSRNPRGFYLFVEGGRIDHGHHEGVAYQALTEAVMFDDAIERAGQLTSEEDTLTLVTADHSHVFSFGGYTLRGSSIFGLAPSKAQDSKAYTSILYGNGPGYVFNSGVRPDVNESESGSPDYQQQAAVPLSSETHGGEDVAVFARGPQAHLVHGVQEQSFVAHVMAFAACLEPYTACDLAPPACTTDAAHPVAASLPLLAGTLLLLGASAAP
# mIAP block: mouse IAP inhibition; purified mouse IAP, CDP-Star luminescence, 30 min; AID 2806; actives 0.2% (n = 330,000); inhibition, % at 10 µM;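 active means inhibition of at least 40% at 10 µM in the primary screen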;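 further: plate controls were DMSO with enzyme for no effect and no enzyme wells for full effect; values of inactives mirror those of a sister screen read the other way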
# hIAP act: increases human intestinal alkaline phosphatase activity; activation factor at 10 µM; purified human IAP, CDP-Star luminescence, 30 min; active compounds read high; 1 = vehicle-only enzyme, 0 = enzyme-free background; P09923; actives 0.16% (n = 330,000); AID 2524;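 active means activation factor of the enzyme at least 2-fold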; further: the source names both 10 and 20 µM as test concentration; values of inactives mirror those of a sister screen read the other way
# mIAP activ: increases mouse intestinal alkaline phosphatase activity; actives 0.24% (n = 330,000); activation factor at 10 µM; muIAP, CDP-Star luminescence, 30 min; active compounds read high; 1 = vehicle-only enzyme signal, 0 = enzyme-free wells;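 active means activation factor of at least 2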; further: the source names both 10 and 20 µM as test concentration; values of inactives mirror those of a sister screen read the other way
#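 System: Mouse IAP enzyme | Also added: CDP-Star substrate | Dosing: Compounds dispensed in DMSO | Schedule: 30 min enzyme-substrate-compound incubation at room temperature | Technique: Chemiluminescence readout | Control set: DMSO-only wells and no-enzyme negative control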
# beta cell repl: inducers of beta-cell replication in MIN6 cells | MIN6 cells proliferation, ATPlite luminescence, 48 h; cells starved in 0.2% serum; 100% = growth in 10% serum | proliferation, % at 10 µM | actives 0.29% (n = 330,000) | AID 2380;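 active means compounds whose signal lies at least 3.5 SD above the mean of all wells on their plate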;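 further: 0% = DMSO-treated cells in low-serum medium and 100% = 10% serum control; some compounds called inactive have numbers as strong as hits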
# APOBEC3A inh: human APOBEC3A DNA deaminase inhibition; inhibition, % at 20 µM; AID 493011; recombinant A3A, FAM/TAMRA ssDNA deamination fluorescence; actives 0.41% (n = 330,000);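 active means at least 40% inhibition at 20 µM here, with at most 30% in a related deaminase screen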;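 further: plate controls were A3A with DMSO for no effect and wells lacking A3A enzyme for full effect; some results filed as inactive read as strong as hits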
# NLRP3 yeast inh: inhibitors of NALP3 inflammasome in yeast; inhibition, % at 10 µM; Yeast reconstituted NLRP3/ASC/caspase-1, beta-gal luminescence, 24 h; AID 2825; actives 0.39% (n = 330,000);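 active means inhibition of 50% or more; inactive means inhibition below 50%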;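 further: plate controls were induced DMSO wells for no effect and uninduced yeast grown without galactose for full effect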
# SENP1 FRET inh: SENP1 (human) catalytic domain inhibition | actives 0.21% (n = 360,000) | inhibition, % at 10 µM | Q9P0U3 | recombinant SENP1 catalytic domain, CyPet-SUMO1-YPet FRET cleavage;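 active means inhibition at least 30% at 10 µM, raw YFP signal under a set limit, fluorescence ratio 0.5 to 1.5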;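 further: 0% = enzyme with DMSO and 100% = no enzyme wells; some results filed as inactive read as strong as hits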
#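 Assay system: hSENP1 catalytic domain, recombinant. Amount: SENP1 enzyme, 20 pM final. Schedule: 50 min reaction, RT, dark. Technique: FRET, CFP and YFP emission. Control set: no-enzyme wells low, DMSO-plus-enzyme wells high control.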
# A3G deaminase: inhibitors of human APOBEC3G DNA deaminase | Q9HC16 | actives 0.28% (n = 330,000) | recombinant A3G, ssDNA deamination FAM/TAMRA fluorescence | inhibition, % at 20 µM | AID 493012;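 active means inhibition of at least 40% at 20 µM, with no more than 30% in the related APOBEC3A deaminase screen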;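 further: plate controls were DMSO wells with A3G for no effect and wells lacking A3G enzyme for full effect; some compounds called inactive have numbers as strong as hits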
# Target sequence (Q9HC16 whole entry, looked up): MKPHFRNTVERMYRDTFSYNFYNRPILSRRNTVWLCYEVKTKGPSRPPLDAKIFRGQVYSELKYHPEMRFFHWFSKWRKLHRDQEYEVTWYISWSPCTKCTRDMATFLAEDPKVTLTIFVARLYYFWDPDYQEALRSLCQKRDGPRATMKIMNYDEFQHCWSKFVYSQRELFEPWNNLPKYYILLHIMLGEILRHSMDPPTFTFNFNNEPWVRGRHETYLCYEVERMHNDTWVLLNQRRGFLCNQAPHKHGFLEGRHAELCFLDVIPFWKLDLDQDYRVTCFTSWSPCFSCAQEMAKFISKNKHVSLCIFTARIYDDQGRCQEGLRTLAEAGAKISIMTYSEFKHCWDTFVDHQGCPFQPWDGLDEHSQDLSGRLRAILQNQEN
# * = called active by the depositor; . = not tested or not shown.
# Each structure is followed by: hIAP inh	mIAP block	hIAP act	mIAP activ	beta cell repl	APOBEC3A inh	NLRP3 yeast inh	SENP1 FRET inh	A3G deaminase
CC(C)C(=O)Nc1c(C(=O)c2ccc(F)cc2)oc2ccccc12
  3	5	0.97	0.95	4	-2	10	-9	0
O=C(NC1CCN(C(=O)Nc2ccc(F)cc2)CC1)c1cccc(F)c1
  25	-3	0.75	1	0	-2	7	-1	-3
CC(=O)Nc1ccc(C(=O)CSc2nnnn2C2CCCC2)cc1
  -4	1	1	0.99	-2	3	15	-2	1
CC(C)Cn1c(SC(C)C(=O)NC2CC2)nnc1-c1ccccc1F (configuration not stated)
  -1	-2	1	1	-6	2	10	-1	0
O=C(O)[C@H](Cc1ccccc1)NC(=O)N1CCN(c2ccccc2)CC1
  5	7	0.95	0.93	-1	3	3	-1	-2
C/C(=N/NC(=O)c1cccc(N2CCCC2=O)c1)c1ccncc1
  1	2	0.99	0.98	-1	-4	0	1	-5
CC1(C)C(C=C(Cl)Cl)C1C(=O)N1CCN(Cc2ccccc2)CC1 (configuration not stated)
  10	-4	0.9	1	-2	-5	24	-2	-7
CC(=O)Nc1cccc(NC(=O)CSc2nnc(Cc3cccn3C)n2-c2ccc(F)cc2)c1
  12	12	0.88	0.89	4	-4	0	-3	-8
O=C(Nn1c(-c2ccncc2)nc2ccccc2c1=O)c1ccccc1Br
  6	5	0.94	0.95	3	-1	8	1	-4
CCN(CC)S(=O)(=O)c1ccc(C(=O)Nc2cc(S(=O)(=O)N3CCOCC3)ccc2O)cc1
  3	3	0.97	0.97	1	-5	6	2	-8
CC(NC1CCN(Cc2ccccc2)CC1)c1ccc(F)cc1 (configuration not stated)
  -42	-8	1.4	1.1	-4	1	22	0	-5
Cn1c(Cn2c(=O)sc3ccccc32)nnc1SCC(=O)N1CCOCC1
  2	-10	0.98	1.1	-3	1	-8	-2	-4
O=C(CSc1nc2c(cnn2-c2ccccc2)c(=O)[nH]1)NCC1CCCO1 (configuration not stated)
  -4	-4	1	1	-2	-1	2	2	5
CN1C(=O)N2CN(C3CCCCC3)CN3C(=O)N(C)C1C23 (configuration not stated)
  14	5	0.86	0.95	-1	0	5	2	-7
C=CCn1c(SCCC(=O)O)nc2c1c(=O)n(C)c(=O)n2C
  0	-3	1	1	-2	0	-3	1	4
CCOC(=O)c1c(-c2cccs2)csc1NC(=O)CN1CCOCC1
  7	-5	0.93	1	1	4	24	-1	-1
Nc1ncnc2c1C1(CCCCC1)Cc1ccccc1-2
  5	-6	0.95	1.1	0	-2	-7	1	0
COc1ccc(S(=O)(=O)N2CCOC2CNC(=O)C(=O)NCC(C)C)cc1OC (configuration not stated)
  -20	6	1.2	0.94	4	-5	5	1	-4
Cc1cccc(C(=O)N[C@H](C(=O)Nc2ccc3c(c2)OCO3)C(C)C)c1
  5	-5	0.95	1.1	-4	0	16	0	-2
O=C(Nc1cccnc1)c1ccc2snnc2c1
  3	4	0.97	0.96	-2	-4	12	1	-8
O=C(CCN1CCC(c2ccc(Cl)s2)=N1)c1ccc(Cl)s1
  9	-1	0.91	1	-3	10	16	-33	2
COc1ccc(NC(=S)N2CCN(C/C=C/c3ccccc3)CC2)c(OC)c1
  -57	0	1.6	1	-3	-3	4	3	-5
Cc1ccccc1S(=O)(=O)/N=C(/c1ccccc1)N(C)C
  -8	8	1.1	0.92	1	-6	4	5	-11
CCc1cc(-c2n[nH]c(=S)n2-c2ccccc2C)cs1
  4	8	0.96	0.92	-2	-7	21	0	6
CC(=O)N1CCc2c(sc(NC(=O)CN3C(=O)c4ccccc4C3=O)c2C(N)=O)C1
  0	-6	1	1.1	1	-3	17	-9	-7
O=C(CCNC(=O)c1ccccc1)NCCc1ccc(Cl)cc1
  -11	11	1.1	0.89	-5	1	12	1	-1
CC(=O)Nc1sc2c(c1C(c1ccccc1Cl)N1CCN(CCO)CC1)CCCC2 (configuration not stated)
  16	9	0.84	0.91	-1	-6	11	-6	-7
COc1ccc(Cc2nnc(NC(=O)C(C)(C)C)s2)cc1
  11	4	0.89	0.96	-3	-2	25	0	-5
CCCc1cc(=O)n2[nH]c(NC(=O)c3ccco3)nc2n1
  14	7	0.86	0.93	-1	-5	17	2	-11
O=C(CCc1ccccc1)Nc1nccs1
  9	2	0.91	0.98	2	2	5	1	-7
COc1ccccc1Nc1nc2nonc2[nH]c1=O
  -19	-1	1.2	1	-3	-4	18	4	-4
N/C(=N\OC(=O)COc1ccc(Cl)cc1Br)c1cccnc1
  10	7	0.9	0.93	-2	-2	25	3	-10
COc1ccc(C(=O)N/N=C(\N)c2cc3ccccc3oc2=O)cc1
  -31	2	1.3	0.98	2	2	-15	-3	6
CC(=O)c1cccc(NC(=O)CN2CCc3cc4c(cc3C2C)OCCCO4)c1 (configuration not stated)
  1	7	0.99	0.93	0	-2	4	-1	-4
Cn1c(CC(=O)Nc2ccccc2F)nnc1SCC(=O)Nc1nccs1
  8	1	0.92	0.99	2	-1	8	-1	-7
COCCN1C2=C(COC(C)(C)C2)C(=S)NC1c1ccccc1 (configuration not stated)
  -6	15	1.1	0.85	-1	6	16	-42	-2
Cc1nc([N+](=O)[O-])cn1CC(=O)Nc1ccc2c(c1)OCO2
  -7	6	1.1	0.94	1	1	14	1	-2
CCCCOc1ccc(/C=C/C(=O)OCC(=O)NC(=O)NCC(C)C)cc1OCC
  7	2	0.93	0.98	1	-1	17	-1	-8
C/C(=N\N1CCN(c2ccc(Cl)cc2)CC1)c1cccs1
  13	-1	0.87	1	0	1	15	-1	-5
CN(CC(=O)Nc1ccc(F)cc1)CC(=O)Nc1ccc(Cl)c(S(=O)(=O)N2CCOCC2)c1
  -22	-3	1.2	1	-2	-3	-14	1	-10

# Molecules listed so far that have a furan ring, fused or not, in the order listed:
# Each structure is followed by: hIAP inh	mIAP block	hIAP act	mIAP activ	beta cell repl	APOBEC3A inh	NLRP3 yeast inh	SENP1 FRET inh	A3G deaminase
CC(C)C(=O)Nc1c(C(=O)c2ccc(F)cc2)oc2ccccc12
  3	5	0.97	0.95	4	-2	10	-9	0
CCCc1cc(=O)n2[nH]c(NC(=O)c3ccco3)nc2n1
  14	7	0.86	0.93	-1	-5	17	2	-11

# Next entries follow.
# Each structure is followed by: hIAP inh	mIAP block	hIAP act	mIAP activ	beta cell repl	APOBEC3A inh	NLRP3 yeast inh	SENP1 FRET inh	A3G deaminase
Cn1ccnc1C(O)c1ccccc1 (configuration not stated)
  -1	5	1	0.95	-1	-2	1	0	-6
COc1cc(C2CC(=O)Oc3c(C(CCN4CCCC(C)C4)c4ccc(N(C)C)cc4)c(OC)cc(OC)c32)cc(OC)c1OC (configuration not stated)
  9	-1	0.91	1	-4	-5	22	-1	-8
CCOC(=O)C1CCCN(C(=O)C(=O)Nc2ccc3nc4n(c(=O)c3c2)CCCCC4)C1 (configuration not stated)
  -24	-15	1.2	1.2	-3	-1	9	-1	3
O=c1oc2ccc(Br)cc2cc1-c1nc2ccccc2o1
  -5	-8	1.1	1.1	-1	-5	12	-24	-2
Cc1ccccc1OCCOC(=O)c1c(-c2ccccc2)noc1C
  15	10	0.85	0.9	-5	-3	15	1	-8
CCCN1CCN(c2ccc([N+](=O)[O-])cc2C#N)CC1
  -2	-2	1	1	1	-2	8	0	-12
COc1cc(C(=O)NCc2ccncc2)cc(Br)c1OCc1ccccc1
  -7	-18	1.1	1.2	0	-4	2	0	-1
Cn1c(/C=N/n2cnnc2)nc2ccccc21
  9	-3	0.91	1	-2	-4	16	4	-7
O=C1C(=O)N(CCN2CCOCC2)C(c2ccncc2)/C1=C(/O)c1ccc2c(c1)OCO2 (configuration not stated)
  -12	-1	1.1	1	-1	-8	21	1	-9
CC1=C(CC/C(C)=N/NC(N)=S)C(C)(C)CCC1
  13	2	0.87	0.98	-6	-2	-7	0	-9
COc1ccc(NC(=S)NCC2CCCO2)c(C)c1 (configuration not stated)
  2	-2	0.98	1	0	-1	5	0	-4
O=C(/C=C/c1ccccc1)NCCSCc1ccccc1
  12	-4	0.88	1	0	-4	24	-1	-6
COC(=O)/C=C1/S/C(=N/N=C/c2ccc(N(C)C)cc2)NC1=O
  28	-3	0.72	1	0	-2	3	.	-2
CC(NC(=S)NC(=O)c1ccccc1Br)c1ccccc1 (configuration not stated)
  -11	10	1.1	0.9	-5	-1	32	-3	-1
CN(CC(=O)Nc1cccc(F)c1)C(=O)c1ccc2c(c1)OCCO2
  0	0	1	0.99	-1	40*	11	-1	4
COc1ccc(NC(=O)c2cc(-c3ccccc3)oc2C)cc1
  1	-52	0.99	1.5	0	-1	22	5	-7
CCCCCn1c(=O)c(Cc2ccccc2)c(O)c2ccccc21
  -2	0	1	0.99	-1	-3	7	1	-5
CCS(=O)(=O)c1cc([N+](=O)[O-])c(Sc2ccccc2N)s1
  4	8	0.96	0.92	-3	-4	1	-41	33
O=C1c2cc([N+](=O)[O-])ccc2-c2ncccc21
  0	-9	0.99	1.1	-2	-3	17	2	-2
c1ccc2c(-c3nn4nnnc4c4ccccc34)cccc2c1
  0	3	1	0.97	0	-2	2	-1	-7
O=C1OCCC1Sc1nnc(-c2ccc(Br)cc2)o1 (configuration not stated)
  -9	0	1.1	1	-3	-1	22	3	-4
CCOc1ccc(/C=C2/C(=N)N3OC(C)=CC3=NC2=O)cc1OC
  -8	-9	1.1	1.1	0	1	-5	3	3
CC(C)Oc1cccc(C(=O)Nc2ccc(NC(=O)c3ccco3)cc2)c1
  1	1	0.99	0.99	-1	-3	13	1	-7
COCc1cc(C)nc(OCC(=O)N/N=C/c2ccc(-c3cc([N+](=O)[O-])ccc3C)o2)c1C#N
  1	17	0.99	0.83	0	-1	5	4	-2
COc1ccccc1/C=C/C(=O)NC(=S)N1CCN(C)CC1
  14	-2	0.86	1	-6	-1	11	2	-3
Cc1ccc(C2CC(c3cccs3)=NN2C(=O)CSc2nc(=O)n3ccc(C)cc3n2)cc1 (configuration not stated)
  -3	-5	1	1.1	-2	2	14	-27	16
CCc1ccc(CNc2ccc3c(c2)ncn3CC)cc1
  -14	-2	1.1	1	-4	-4	34	3	-7
S=C(NCCc1cccc(Cl)c1)NC1CCCCC1
  -18	-48	1.2	1.5	-6	-4	31	1	-6
CCOC(=O)N1CCN(c2nc3c(C)cccn3c(=O)c2C=O)CC1
  -2	-7	1	1.1	1	-4	13	-6	-11
COC(=O)c1ccc2c(=O)n(-c3ccccc3)c(=S)[nH]c2c1
  -3	-12	1	1.1	-2	-9	-3	2	-6
CCC(C)n1c(=N)c(C#N)cc2c(=O)n3ccccc3nc21 (configuration not stated)
  16	10	0.84	0.9	5	-14	12	-26	-6
O=C(CSc1nnc(NC(=O)C2CC(=O)N(c3ccc(F)cc3)C2)s1)NC1CCCC1 (configuration not stated)
  4	5	0.96	0.95	-1	-3	-4	1	-6
O=C(NCCc1ccccc1)C1CCCN1S(=O)(=O)c1ccccc1 (configuration not stated)
  -4	6	1	0.94	0	1	3	1	-3

# High-throughput results from PubChem.

# The list is partial; rates above refer to the full screens.
